# Compound activity from PubChem BioAssay.
# GALK inh = inhibitors of human galactokinase; Potency, µM (top dose mostly 57.5 µM), without a hit: top-dose activity change, negative = inhibition, usual class: inhibitors; Purified GALK, Kinase-Glo residual ATP luminescence; P51570; actives 0.007% (n = 270,000); AID 1868; further: potency means the concentration at half of the fitted maximal effect; on the % scale 0 is the no-effect control and ±100 the full control effect
#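 The enzyme phosphorylates galactose (100 uM) using ATP (35 uM); inhibition is detected as higher residual ATP, quantified by bioluminescence after 1 h reaction at room temperature, pH 8.0.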
# AT treatment = potential ataxia-telangiectasia treatment. actives 0.19% (n = 320,000). AID 485349. […] A-T fibroblasts, KAP-1 phosphorylation AlphaLISA; neocarzinostatin DNA damage 30 min before lysis. Potency, µM (doses to about 57.5 µM), without a hit: at the top dose activation, most hits filed as activators; further: potency means the concentration at half of the fitted maximal effect; % of control where 0% means no effect; nearly all actives have a fitted effect of over 45% in size
#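 hTERT-immortalized A-T patient fibroblasts ([…]), 500 cells/well in OPTI-MEM, 1% FBS, got compounds for 60 min, then NCS for 30 min at 37C. Lysates were then assayed for phospho-KAP-1 by AlphaLISA (anti-pKAP1 donor, anti-KAP1 acceptor beads), 6 hr at 25C.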
# TCR act = activators of T cell receptors. primary human leukocytes, anti-CD3, IL-2 HTRF, 48 h. Potency, µM (highest dose often 9.22 µM), inactives show at the top dose activation of IL-2 secretion, most hits filed as activators. 330,000 tested, under 10 active. AID 504894; further: % of control where 0% means no effect
#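 IL-2 release read by HTRF sandwich (Eu cryptate donor, d2 acceptor, 665 nm emission) after 48 hr exposure of primary human leukocytes to compound together with anti-CD3 beads in the absence of co-stimulatory signals.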
# TSHR antagonist = blocks TSH signaling through the human TSH receptor. P16473. activity change, negative = inhibition, % at 11.5 µM. actives 0.2% (n = 330,000). TSHR-expressing cells, TSH-stimulated cAMP HTRF, 2 h; active compounds read low. AID 504810;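 active means activity change below a set negative limit, meaning inhibition stronger than a set level, cut at about -70% in these data; inconclusive means activity change between two set negative limits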; further: on the % scale 0 is the no-effect control and ±100 the full control effect
#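 Inhibition of cAMP made by TSHR-expressing cells under TSH stimulation (4nM final, EC80; 2 h, 37 deg C) is quantified with a one-step lysis HTRF kit, anti-cAMP cryptate versus cAMP-d2.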
# CXXC DNA block = inhibitors of human MLL CXXC domain-DNA interaction. MLL-CXXC / FITC-HOXA9 DNA fluorescence polarization. Potency, µM (series often up to 115 µM), inactives show at the top dose activity change, negative = inhibition, usual class: inhibitors. actives 0.037% (n = 290,000); active means well fitted inhibition curve with a large enough effect in the polarisation, with a control signal flat, not every such curve was filed as active; inconclusive means small, poorly fitted or top-dose-only effect, or effect the other way, or a change in a side signal; inactive means no such curve, though single readings can be large or run the other way; the % refers to the polarisation; further: potency means the concentration at half of the fitted maximal effect
#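 Purified MLL-CXXC (added from a 7 uM solution) was preincubated 5 min at ambient with pinned compounds in 50 mM Tris-HCl pH 7.5, 50 mM NaCl, 1 mM DTT, 0.05% BSA. Fluorescein-labeled HOX-A9 DNA (50 nM solution) followed, 30 min, then polarization read.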
# Coupling enz = inhibits coupling enzyme system, counter-screen for aldolase hits | coupling enzyme system counterscreen, AmpLite Red fluorescence | activity change, negative = inhibition, % at 58.2 µM, hits read low | actives 0.67% (n = 290,000); in the data active means activity change below about -30%; further: on the % scale 0 is the no-effect control and ±100 the full control effect
#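 First, compound is pin-transferred into glyceraldehyde-3-phosphate coupling-enzyme reagent at 57.5 uM final and held 10 min at RT. Next, substrate, coupling system and AmpLite Red are added. After 20 min RT, fluorescence (525/598 nm) is read.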
# Giardia killer = kills Giardia lamblia. Giardia lamblia trophozoite viability. activity change, % at 7.66 µM, hits read low. actives 0.15% (n = 340,000). AID 540267; in the data active means activity change below about -80%; inconclusive means between about -30% and that limit;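 further: parasites exposed to compound for two days anaerobically before the ATP read; on the % scale 0 is the no-effect control and ±100 the full control effect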
#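 Media and compound were dispensed first, then trophozoites at 100 cells/well; plates sat 48 hrs at 37 deg C without oxygen before ATP luminescence reagent was added and read after 15-30 min at room temperature.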
# KCNH2 WT inh = KCNH2 (human, wildtype) channel inhibition; Q12809; U2OS, BacMam KCNH2, thallium flux FluxOr; active compounds read low; activity change, % at 1.84 µM; actives 0.37% (n = 340,000); AID 720551;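 active means maximum activity change below -70%; inconclusive means maximum activity change between -70% and -50%; inactive means maximum activity change above -50%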; further: on the % scale 0 is the no-effect control and ±100 the full control effect
#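 U2OS cells were transduced with wild-type KCNH2 virus (2.03 x 10^8 / mL) for 4 h at room temperature, then cultured overnight at 37 C. Thallium flux was read with FluxOr dye. Rate constants were normalized to DMSO controls.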
# Chronic BCR inh = blocks chronic active B-cell receptor signaling; ABC-DLBCL IkBa-CBG/CBR reporter, luminescence ratio, 4 h; Potency, µM (titrated, usually from 46.1 µM), inactives show at the top dose ratio change, negative = lower green/red ratio, hits mostly inhibitors; actives 0.05% (n = 340,000); AID 493014; active means well fitted inhibition curve with a large enough effect in the signal ratio, with a control signal flat, not every such curve was filed as active; inconclusive means small, poorly fitted or top-dose-only effect, or effect the other way, or a change in a side signal; the % refers to the signal ratio;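 further: potency means the concentration at half of the fitted maximal effect; plate controls were basal doxycycline-induced cells for no effect and cells given 10 µM MG132 for full effect; MG132 reads +100%, hits lower the ratio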
#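 TMD8 ABC-DLBCL cells carrying doxycycline-inducible green luciferase fused to IkappaBalpha plus unfused red luciferase were exposed to compounds (up to 46 uM) for 4 hrs at 37C. Activity came from the overlap-corrected green/red luminescence ratio.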
# Tb PFK inh = T. brucei PFK enzyme inhibition; O15648; T. brucei PFK, ADP-Glo luminescence; Potency, µM (highest dose often 57.5 µM), for inactives: at the top dose activity, negative = inhibition, actives largely listed as inhibitors; actives 0.17% (n = 330,000); AID 485367;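 further: potency means the concentration at half of the fitted maximal effect; 0% = uninhibited 1x PFK enzyme wells and -100% = no-enzyme wells; nearly all actives have a fitted effect of over 60% in size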
#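 PFK 1.25 nM, F6P 0.5 mM, ATP 0.1 mM, 0.1 M TEA pH 8.0, 5 mM MgCl2, 0.01% Tween20, 0.1% BSA; 45 min RT. ADP-Glo readout. qHTS titration up to 57 uM; curves fitted, compounds curve-classed.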
# Starred values were filed as active, the others as inactive; ? = inconclusive; · = no result given; & = joins results of further samples; [ ] = another dose, or the depositor's remark. Unless noted, the call rests on the fitted dose curve; in most records, active means well fitted curve in the direction sought with a large enough effect; inconclusive means small, poorly fitted or top-dose-only effect, or another doubt; inactive means no such curve, though single readings can be large; an effect the other way counts as inactive or inconclusive.
# Start of the listing, in advance:
Structure | GALK inh | AT treatment | TCR act | TSHR antagonist | CXXC DNA block | Coupling enz | Giardia killer | KCNH2 WT inh | Chronic BCR inh | Tb PFK inh
Cc1cc(C)c(S(=O)(=O)Nc2ccc(N3CCOCC3)cc2)c(C)c1 | -3% | 9% | -5% | 0 | -1% | -4 | -5 | -6 | 1% | 2%
Cc1ccc(C)c(N=Cc2ccc(-c3ccc([N+](=O)[O-])cc3)o2)c1 | -2% | -2% | -1% | 0 | 13% | -7 | 6 | -5 | 0% | -1%
CCCCNC(=O)c1cc2n(n1)C(C(F)(F)F)CC(c1ccccc1)N2 (stereo not drawn) | 1% | 2% | · | -5 | 5% | 1 | 10 | 0 | -4% | 2%
COc1cccc(C(=O)NCC2(c3ccc(OC)c(OC)c3)CCCC2)c1 | 0% | 7% | -1% | 1 | -3% | 4 | 0 | 0 | -15% | -1%

# Main list, from the start:
Structure | GALK inh | AT treatment | TCR act | TSHR antagonist | CXXC DNA block | Coupling enz | Giardia killer | KCNH2 WT inh | Chronic BCR inh | Tb PFK inh
Cc1cc(C)c(S(=O)(=O)Nc2ccc(N3CCOCC3)cc2)c(C)c1 | -3% | 9% | -5% | 0 | -1% | -4 | -5 | -6 | 1% | 2%
Cc1ccc(C)c(N=Cc2ccc(-c3ccc([N+](=O)[O-])cc3)o2)c1 | -2% | -2% | -1% | 0 | 13% | -7 | 6 | -5 | 0% | -1%
CCCCNC(=O)c1cc2n(n1)C(C(F)(F)F)CC(c1ccccc1)N2 (stereo not drawn) | 1% | 2% | · | -5 | 5% | 1 | 10 | 0 | -4% | 2%
COc1cccc(C(=O)NCC2(c3ccc(OC)c(OC)c3)CCCC2)c1 | 0% | 7% | -1% | 1 | -3% | 4 | 0 | 0 | -15% | -1%
ClCCN1C2=NCCCN2c2ccccc21 | 5% | 23% | -5% | 17 | -5% | -3 | -2 | · | -6% | -7%
CCN(CC(=O)Nc1ccc(S(=O)(=O)N2CCCC2)cc1)CC(=O)Nc1ccccc1C(F)(F)F | · | 8% | 9% | 11 | · | · | -12 | -10 | -7% | 0%
COc1ccc(C2NC(=O)C(C#N)=C(S)N2c2ccc(C)cc2)cc1OC (stereo not drawn) | 5% | 6% | 1% | 14 | ? | 6 | -2 | 6 | ? | ?
CC[C@H](C)[C@H](NS(=O)(=O)c1ccc(C)cc1)C(=O)N1CCC(C(=O)N[C@@H](C)C(=O)O)CC1 | 4% | -1% | 0% | 0 | 2% | 5 | -9 | -1 | ? | -3%
Cc1cc(C)cc(N(C(=O)C(F)(F)F)C(C(=O)NC2CCCCC2)c2cccs2)c1 (stereo not drawn) | 1% | -6% | 3% | -7 | 6% | -3 | 11 | -6 | 0% | 1%
Cc1csc(NC(=O)c2ccc(=O)[nH]c2)n1 | -1% | -14% | -6% | -3 | ? | 0 | -19 | -6 | 4% | 1%
CCN1C(=O)[C@@H]2[C@@H](c3ccc(SC4CCCCC4)c(OC)c3)N3CCC[C@@]3(C(=O)OC)[C@@H]2C1=O | · | 13% | -2% | -1 | · | · | 11 | 15 | -8% | 3%
CC(=O)c1ccc(C(=O)Nc2nnc(-c3ccc(Cl)cc3)o2)cc1 | 0% | -24% | 2% | -11 | 9% | 4 | -12 | -8 | ? | 2%
COc1ccc(Br)cc1C1NC(=O)c2c(sc3c2CCN(C)C3)N1 (stereo not drawn) | 0% | -12% | 0% | 1 | 8% | -5 | 4 | -6 | 2% | -1%
O=C(CSc1nnc(COc2ccc(Cl)cc2)o1)NC1CCCCC1 | · | 4% | 3% | 2 | · | · | -23 | 2 | -2% | -10%
CC1(C)Oc2ccc(C(=O)N3CCOCC3)cc2N(CC(=O)Nc2ccccc2)C1=O | -1% | 2% | 4% | -3 | 2% | 3 | 3 | -2 | ? | 6%
O=C(O/N=C/c1cccc([N+](=O)[O-])c1)C1CC1 | -2% | 9% | 0% | -2 | -2% | -2 | -5 | -7 | ? | -2%
CCOC(=O)c1cc(S(=O)(=O)NC2CCN(C(=O)OCC)CC2)cn1C | -1% | -12% | 0% | -7 | 2% | 0 | 5 | 18 | 4% | -3%
CCc1nc2ccccc2c(C(=O)O)c1C | 0% | -1% | -1% | 14 | 11% | -7 | -10 | -12 | ? | -3%
CNc1ccc(C(=O)OCC(=O)NC(=O)NC2CCCC2)cc1[N+](=O)[O-] | · | -8% | 0% | 17 | · | · | -13 | 8 | 0% | 0%
O=C(CSc1cccc[n+]1[O-])c1cccs1 | 0% | -11% | 1% | 5 | -6% | 1 | -7 | -10 | ? | 1%
COCCCNC(=O)c1cn(-c2cccc(OC)c2)c(=O)c2ccccc12 | · | -7% | -5% | 5 | 7% | -4 | 25 | 10 | 3% | -20%
CN(C(=O)c1ccc(NC(=O)Cc2ccc(NC(=O)C3CCN(C(=O)C4CCC4)CC3)cc2)cc1)C1CC1 | · | 5% | 0% | 0 | · | · | -15 | · | -3% | 2%
O=C(Nc1cc(S(=O)(=O)Nc2ccc(Cl)cc2)ccc1O)c1ccc(F)cc1F | · | -1% | -20% | ? | · | · | 3 | 44 | 0% | 4%
CCN1/C(=C/c2ccc3ccccc3[n+]2CCCS(=O)(=O)[O-])C=Cc2cc(C)ccc21 | 1% | 0% | 2% | 10 | -9% | 4 | 9 | 4 | ? | -5%
Cc1sc2ncn(CC(=O)N3CCCCC3)c(=O)c2c1S(=O)(=O)N1CCC(C)CC1 | 1% | -1% | -4% | 16 | -5% | 2 | 3 | -14 | 5% | -1%
Cc1ccc(NC(=S)N(CCN2CCCCC2)Cc2ccco2)cc1C | 9% | 8% | -2% | 4 | -2% | -2 | 20 | 48 | -1% | 3%
CCCCC(=O)Nc1cccc(NC(=O)c2cccc([N+](=O)[O-])c2)c1 | -1% | -2% | -7% | -7 | -5% | -1 | 5 | · | 2% | -8%
CN(C)S(=O)(=O)N(CC(=O)N(Cc1ccccc1)Cc1ccccc1)c1ccccc1 | 0% | 6% | 0% | 17 | -1% | -1 | -1 | 0 | ? | ?
CCCCN(Cc1ccccc1)C(=O)C1CCN(Cc2sccc2C)CC1 | · | 7% | -3%[46.1 µM] | 3 | 20% | 1 | 15 | 63 | -8% | -5%
Clc1ccc2c(c1)nc1n2CCCC1 | 2% | -9% | -3% | 1 | -9% | 3 | -5 | -10 | ? | 2%
Cc1nc(SC(C(N)=O)c2ccccc2)c(C#N)c(C)c1C (stereo not drawn) | -3% | 4% | -7% | 1 | -1% | -1 | -2 | -1 | -21% | -1%
O=C(O)c1ccc(NC(CSCc2ccc(F)cc2)C(=O)O)c([N+](=O)[O-])c1 (stereo not drawn) | -2% | 0% | -4% | 0 | 4% | 12 | 31[activator] | -25 | ? | 11%
O=C(Nc1nc2ccccc2s1)C1CCN(C(=O)c2ccco2)CC1 | 0% | -4% | 1% | -13 | -2% | -1 | -14 | 0 | ? | 0%
COc1cc(C(=S)N2CCCC2)ccc1O | 1% | -1% | · | 18 | 3% | 1 | -1 | -18 | 0% | 0%
O=C(Nc1nc2ccc(S(=O)(=O)N3CCCC3)cc2s1)c1ccccn1 | 3% | 0% | 9% | -10 | 11% | 2 | -20 | -5 | 1% | 1%
Nc1nc2c(s1)CCc1ccccc1-2 | 1% | 19% | -2% | -1 | -4% | -5 | 7 | -8 | 0% | -25%
Cc1cccc(NC(=O)CSCc2cc(=O)n3ccsc3n2)c1C | -1% | 8% | -6% | 11 | 8% | · | 42[activator] | 3 | -3% | -3%
COC(=O)c1cc2occc2n1Cc1nc(-c2ccccc2F)oc1C | 8% | -1% | 0% | -7 | -3% | -4 | -4 | -6 | ? | 1%
CC1(C)CC(=O)C(C(O)c2cccc([N+](=O)[O-])c2)C(C)(C)N1 (stereo not drawn) | -2% | 4% | · | 37 | -4% | 3 | -26 | 3 | -1% | 1%
CC1=C[C@@H](C)[C@@H](c2ccc(C(F)(F)F)cc2)OC1=O | · | 2% | -6% | 13 | 14% | 1&2 | -5&-2 | -7 | -16% | 1%
CN(CCO)C(=O)C(c1ccccc1)c1ccccc1 | 2% | -3% | 1% | -6 | -1% | 5 | -5 | -14 | -4% | -3%

# An excerpt from above in order of their number in TCR act, lowest first.
compound	TCR act
Cc1nc(SC(C(N)=O)c2ccccc2)c(C#N)c(C)c1C (stereo not drawn)	-7%
COCCCNC(=O)c1cn(-c2cccc(OC)c2)c(=O)c2ccccc12	-5%
O=C(Nc1nc2ccccc2s1)C1CCN(C(=O)c2ccco2)CC1	1%
CCN1/C(=C/c2ccc3ccccc3[n+]2CCCS(=O)(=O)[O-])C=Cc2cc(C)ccc21	2%

# This is a random part of the collection. Share with any hit: about 1.6%.
